PrPC surface inh = inhibitors of human cell surface prion protein PrPC; P04156; TR-FRET read-out; inhibition, % at 13.8 µM; actives 0.43% (n = 370,000); AID 720596; in the data active = inhibition above about 24%; also: 0% = median of the test wells and 100% = reference compound wells
SARS 3CLpro inh = SARS-CoV 3CLpro protease inhibition | actives 0.14% (n = 290,000) | recombinant SARS-CoV 3CLpro, quenched FRET peptide cleavage | inhibition, % at 6 µM | AID 1706; in the data active = inhibition above about 12%
PriA SSB inh = inhibitors of Klebsiella pneumoniae PriA binding to SSB C-terminal tail | AlphaScreen SSBct-PriA binding, biotinylated peptide | inhibition, % at 33 µM | actives 0.6% (n = 430,000) | AID 1272365; in the data active = inhibition mostly above about 37%, no sharp cut-off; inactive = mostly below about 20%;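 also: plate controls were negative control peptide for no effect and reference peptide for full effect; strong numbers were not always called active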
Anthrax LF prot = inhibitors of Bacillus anthracis lethal factor protease. P15917. multiplex microsphere protease cleavage assay, LF. inhibition, % at 10 µM. actives 0.12% (n = 360,000); also: plate controls were buffer without enzyme for full effect and enzyme alone for no effect
Target sequence (P15917 whole entry, looked up): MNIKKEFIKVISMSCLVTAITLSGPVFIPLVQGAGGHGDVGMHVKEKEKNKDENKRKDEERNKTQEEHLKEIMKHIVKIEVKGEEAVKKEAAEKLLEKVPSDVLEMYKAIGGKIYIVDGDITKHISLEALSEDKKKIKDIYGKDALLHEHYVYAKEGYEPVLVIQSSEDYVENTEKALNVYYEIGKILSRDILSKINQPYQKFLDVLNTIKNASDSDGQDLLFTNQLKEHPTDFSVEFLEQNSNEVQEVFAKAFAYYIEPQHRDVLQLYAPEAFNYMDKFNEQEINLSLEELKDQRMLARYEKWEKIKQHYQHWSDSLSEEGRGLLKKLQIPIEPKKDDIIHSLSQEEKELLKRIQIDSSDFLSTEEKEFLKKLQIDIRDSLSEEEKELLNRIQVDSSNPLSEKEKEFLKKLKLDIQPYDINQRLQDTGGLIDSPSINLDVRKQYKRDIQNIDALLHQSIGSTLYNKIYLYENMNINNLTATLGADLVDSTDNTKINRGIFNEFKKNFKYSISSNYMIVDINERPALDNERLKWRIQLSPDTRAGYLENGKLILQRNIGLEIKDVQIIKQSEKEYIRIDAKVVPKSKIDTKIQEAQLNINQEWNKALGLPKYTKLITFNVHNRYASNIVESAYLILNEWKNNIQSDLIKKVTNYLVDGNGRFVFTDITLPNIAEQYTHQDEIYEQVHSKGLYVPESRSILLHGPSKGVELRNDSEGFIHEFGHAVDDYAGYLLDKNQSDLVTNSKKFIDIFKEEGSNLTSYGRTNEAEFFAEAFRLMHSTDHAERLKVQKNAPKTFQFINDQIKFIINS
BoNT-A LC inh2 = BoNT A light chain protease inhibition | inhibition, % at 10 µM | AID 588499 | actives 0.17% (n = 360,000) | multiplex microsphere protease substrate cleavage, flow cytometry; also: plate controls were buffer without enzyme for full effect and enzyme alone for no effect
Rv3671c protease = inhibits the M. tuberculosis serine protease Rv3671c; P9WHR9; actives 0.048% (n = 320,000); inhibition, % at 5.96 µM; in the data active = inhibition above about 38%;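 also: extracellular domain of Rv3671c used as enzyme; 0% = enzyme with DMSO and 100% = no enzyme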
MazEF act = MazEF (E. coli) toxin RNase activation; P0AE70; FAM/BHQ RNA-DNA oligo cleavage fluorescence, 5 h; activation, % at 20 µM; actives 0.32% (n = 350,000); AID 504720; in the data active = activation above about 50%
Target sequence (P0AE70 whole entry, looked up): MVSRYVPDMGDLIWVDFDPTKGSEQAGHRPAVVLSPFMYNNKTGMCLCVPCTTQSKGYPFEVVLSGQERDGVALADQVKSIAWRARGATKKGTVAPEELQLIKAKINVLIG
CCHFV vOTU inh = CCHFV vOTU protease inhibition | Pep-AMC fluorescence | inhibition, % at 11.5 µM | actives 0.55% (n = 370,000) | AID 651958; in the data active = inhibition above about 30%; also: 0% = vehicle wells with enzyme and 100% = no enzyme wells
BoNT F protease = BoNT F light chain protease inhibition. Multiplex microsphere protease cleavage assay, flow cytometry. inhibition, % at 10 µM. actives 0.22% (n = 360,000); in the data active = inhibition above about 35%, passing the limit was not always enough; inconclusive = no clear call, values can overlap the other calls; also: plate controls were buffer without enzyme for full effect and enzyme alone for no effect
VHR inh abs = inhibitors of human VHR1 phosphatase (DUSP3); P51452; recombinant VHR phosphatase, pNPP absorbance; inhibition, % at 13.3 µM; actives 0.52% (n = 290,000); in the data active = inhibition above about 50%; also: some compounds called inactive have numbers as strong as hits
Target sequence (P51452 whole entry, looked up): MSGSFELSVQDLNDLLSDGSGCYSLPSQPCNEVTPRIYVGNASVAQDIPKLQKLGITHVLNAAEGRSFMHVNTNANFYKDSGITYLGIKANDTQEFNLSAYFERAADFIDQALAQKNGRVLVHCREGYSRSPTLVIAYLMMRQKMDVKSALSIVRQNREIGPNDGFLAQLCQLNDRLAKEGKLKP
Starred values were filed as active, the others as inactive; ? = inconclusive; . = no result given. Rule as the data show it, unless noted: active = inhibition above about 30%; inconclusive = no clear call, values can overlap the other calls; inactive = below that. A portion of the library. The share of hits here may be higher or lower than overall.

Each structure is followed by: PrPC surface inh, SARS 3CLpro inh, PriA SSB inh, Anthrax LF prot, BoNT-A LC inh2, Rv3671c protease, MazEF act, CCHFV vOTU inh, BoNT F protease, VHR inh abs
CC1=CC(C)(C)N2C(=O)C(=O)c3cc(OC(=O)c4ccco4)cc1c32
 : -30, 3, -8, 2, -0.1, 5, 7, 8, -3, 28
COc1ccc(Cl)cc1NS(=O)(=O)c1ccc(S(=O)(=O)N2CCCC2)cc1
 : 18, 2, -11, -4, -0.1, -9, -3, -3, -5, 14
Cc1ccc(C)c(-n2c(C)cc(/C=N/NC(=O)c3c(C)nc4cc(C)ccn34)c2C)c1
 : 4, 2, ., -16, -1.9, 10, 2, 2, -10, 9
Cc1cccc(-c2nn(-c3ccccc3)cc2C(=O)N(C)CC(=O)Nc2ccc(N3CCOCC3)cc2)c1
 : 5, ., -2, -6, 3.5, 4, -7, 6, -7, .
CCN(C(=O)COC(=O)c1cc(=O)[nH]c2ccccc12)C1CCS(=O)(=O)C1 (centres undefined)
 : -10, 4, -8, -4, -0.7, 9, -18, -1, 2, 26
Cc1snc2sc(C(=O)c3ccc(F)cc3)c(N)c12
 : -10, 3, -7, -2, -1.9, -10, -2, -2, -8, .
O=[N+]([O-])c1ccc(Cl)cc1CNc1ccc(F)c(F)c1
 : -4, 8, 13, -1, 0.1, 2, 4, -12, 4, -2
COc1ccccc1NC(=O)c1cc(C(=O)O)ccc1C(=O)O
 : -1, -3, -1, -3, -1.0, 3, 1, -11, -5, 21
CC1=C(C(=O)N(C(C)C)C(C)C)CC(CC(=O)NCCCN(C)C)C(=O)N1Cc1ccc(F)cc1 (centres undefined)
 : -6, ., ., -4, -3.9, ., ., 9, -49, .
Cc1csc(SCC(=O)Nc2ncc(Cl)c(C)c2Cl)n1
 : -6, -1, -1, -2, -1.8, -1, 4, 1, -46, -3
COc1ccc(/C=C/C(=O)NCc2ccccn2)cc1OC
 : 4, 3, 9, 2, -0.5, -7, -16, -13, -6, 21
O=C(c1ccc(N2CCCCC2)c([N+](=O)[O-])c1)N1CCN(S(=O)(=O)c2ccccc2)CC1
 : -1, ., 30, 0, -1.9, 4, 7, 7, 0, .
Cc1cc(C)cc(NS(=O)(=O)c2cccs2)c1
 : -1, 0, -8, -11, 1.6, -1, 14, 6, -5, 2
COc1ccc(NC(=O)CC2Sc3ncnn3C2=O)cc1 (centres undefined)
 : -3, -2, 11, -10, 0.0, 6, 2, -4, -11, 8
CCN1CCN(CCCNC(=O)c2ccc(CS(=O)c3ccc(Br)cc3)o2)CC1 (centres undefined)
 : -1, 0, 3, 3, 2.0, 1, -1, 2, 4, 27
Cn1c(=O)c2c(nc(CN3CCN(Cc4ccccc4)CC3)n2Cc2ccc(Cl)cc2)n(C)c1=O
 : -5, -2, -4, -1, 2.2, 3, -6, 9, 5, 21
CC(C)CNS(=O)(=O)c1ccc(OCC(=O)Nc2ccc3c(c2)OCO3)c(Cl)c1
 : 2, 3, -6, -16, ?, -5, 8, 0, 20, -2
CCCCNC(=O)C1(C)CCN1Cc1cccc2c(OC)cc(C(=O)OCC)cc12 (centres undefined)
 : 3, ., ., -2, -0.7, ., ., 25, -4, .
Cc1ccc2oc(=O)n(Cc3ccccc3OC(C)C)c2c1
 : 2, 5, -7, -3, 0.9, 2, 0, 2, 4, -4
COc1ccc(Cl)cc1NC(=O)COc1ccc(S(=O)(=O)N2CCOCC2)cc1C
 : -6, -6, -6, -2, 1.5, -2, 5, 1, 0, 1
Clc1ccc(CNCCCSc2ncccn2)cc1Cl
 : 10, -4, -11, 1, 0.6, -12, 9, -5, -26, 1
COc1ccccc1N1C(=O)C2CCC(c3ccccc3)CC2C1=O (centres undefined)
 : 3, -5, 8, -4, 2.1, -1, -4, 10, 13, 0
Cc1ccc(NC(=O)c2c(-c3c(F)cccc3Cl)noc2C)cc1F
 : 4, -1, -22, -10, -0.8, -12, 11, -10, -16, -3
O=c1c2sccc2n(Cc2cc(=O)n3ccccc3n2)c(=O)n1-c1ccccc1
 : 3, -2, -8, -2, -0.7, 4, -5, -16, -7, -2
CCCOc1ccc(N2C(=O)CC(N3CCN(c4ccccc4OC)CC3)C2=O)cc1 (centres undefined)
 : 9, -1, -8, -7, -0.8, -6, 3, 0, -6, 11
OCC(O)/C=N/Nc1nc(N2CCCCC2)nc(N2CCCCC2)n1 (centres undefined)
 : 3, 3, ., 1, -0.7, -2, 7, 8, -2, 36
O=C(NCc1ccccc1Cl)C1CCN(S(=O)(=O)c2ccc(-n3cnnn3)cc2)CC1
 : -1, -1, -16, 4, 2.3, -4, 17, -1, -10, 11
Cc1ccc(SCC(=O)OC(C)C(=O)N2CCc3ccccc32)cc1 (centres undefined)
 : -2, ., -54, -5, -3.4, -15, 0, -3, -8, .
O=C(c1ccc2c(c1)OCO2)N1CCN(c2ccccc2)CC1
 : -1, -7, -2, 5, -0.8, 0, -8, 12, 0, 3
COc1ccc(S(=O)(=O)N2CCOC2CNC(=O)C(=O)NCc2ccncc2)cc1OC (centres undefined)
 : 9, -2, -2, 2, -0.4, 0, 1, 9, 13, 19
CC(=O)c1cc2c(cc1NC(=O)c1ccco1)OCCO2
 : 3, -3, -5, -2, 0.8, -8, 3, 15, -2, 7
Cc1nc(-c2ccc(S(=O)(=O)Nc3ccc(S(N)(=O)=O)cc3)cc2)co1
 : -3, 1, 5, 2, -1.2, 3, -5, 10, 3, 8
CCN(CC)C(=O)C1CCCN(Cc2ccccc2)C1 (centres undefined)
 : -3, 2, 2, -4, -0.9, 2, -10, -14, -9, 32
Cc1[nH]c2ccccc2c1SCc1nnc(SCc2ccccc2)n1C
 : 6, 2, 5, 9, 0.0, 4, -7, -3, -1, 14
O=C(NCc1ccccc1F)c1ccc(S(=O)(=O)N2CCCCCC2)cc1
 : 9, ., 0, 2, 1.2, 3, -1, 11, 4, .
CC[C@]12c3[nH]c4ccccc4c3CCN1C(=O)C(CC(=O)NCC13CC4CC(CC(C4)C1)C3)C[C@@H]2C(=O)N1CCN(C(=O)c2ccco2)CC1 (some centres undefined)
 : 0, ., -1, -5, 0.0, -5, 11, 8, 0, .
N=C1C(c2ccccc2)=C(O)CN1c1cccc(S(=O)(=O)NCc2ccco2)c1
 : -5, 5, -13, -8, -0.1, -5, 10, -5, 2, 17
CCNC(=O)NC(=O)COC(=O)CNC(=O)COc1ccccc1
 : 0, 2, -17, -5, 0.3, 2, -2, 12, -4, 12
Cc1cccnc1NC(=O)CCCNC(=O)c1ccc(Cl)cc1
 : -5, ., 6, ?, ?, -1, 3, -3, ?, .
CC(=O)Nc1ccc(-c2nnc(SCC(=O)c3ccc4c(c3)Cc3ccccc3-4)n2C)cc1
 : ., -1, -3, -3, 1.0, -88, -6, ., 1, 33
COc1cccc(/C=N/Nc2cc(Cl)nc(C)n2)c1O
 : 1, -6, ., 4, 0.5, -2, 1, 10, -2, 4
COCCCn1c(=N)c(C(=O)NC2CCCCC2)cc2c(=O)n3ccccc3nc21
 : -44, -1, -8, -4, 0.6, 2, 8, -235, -8, 31
O=C(CN1C(=O)C2CC=CCC2C1=O)Nc1nc(-c2ccc(F)cc2)cs1 (centres undefined)
 : -1, ., 4, -8, -1.1, -10, 0, -4, -10, .
CC(C)COc1ccc(C(=O)Nc2sc3c(c2C(=O)O)CC(C)(C)OC3)cc1
 : 3, 3, -11, 7, -1.4, -2, 1, -8, -1, 1
O=C(C1CC1)N(CCN(C(=O)C1CC1)c1ccccc1)c1ccccc1
 : -1, 4, -12, 2, -0.1, -7, -6, 3, -1, -13
CC(=O)Oc1ccc(N2C(=O)C3C4C=CC(CO)(O4)C3C2=O)cc1 (centres undefined)
 : -1, -1, -18, 0, -0.3, -3, 4, 3, -8, 30
COc1ccc(S(=O)(=O)N2CCN(C(=O)c3ccc(=O)[nH]n3)CC2)cc1OC
 : 1, ., 14, 2, -2.9, ., 3, -8, -12, .
CC(=O)Nc1ccc(S(=O)(=O)NCC2(N3CCOCC3)CCCCC2)cc1
 : 0, ., -4, ?, ?, ., -7, -12, ?, .
CCCCN=C1CC(C)(C)CC(=O)/C1=C(/O)CCC
 : 8, 8, ., -2, -0.7, 6, -7, -7, -3, 8
O=C(CCc1ccc(S(=O)(=O)N2CCOCC2)cc1)N1CCc2ccccc2C1
 : 7, 5, -8, -4, -0.5, -12, -2, 17, 2, -1

Compound profiles, as listed above:
`COc1ccc(S(=O)(=O)N2CCN(C(=O)c3ccc(=O)[nH]n3)CC2)cc1OC` reads PrPC surface inh = 1; SARS 3CLpro inh = .; PriA SSB inh = 14; Anthrax LF prot = 2; BoNT-A LC inh2 = -2.9; Rv3671c protease = .; MazEF act = 3; CCHFV vOTU inh = -8; BoNT F protease = -12; VHR inh abs = .
`O=C(CCc1ccc(S(=O)(=O)N2CCOCC2)cc1)N1CCc2ccccc2C1` reads PrPC surface inh = 7; SARS 3CLpro inh = 5; PriA SSB inh = -8; Anthrax LF prot = -4; BoNT-A LC inh2 = -0.5; Rv3671c protease = -12; MazEF act = -2; CCHFV vOTU inh = 17; BoNT F protease = 2; VHR inh abs = -1

Next part:
Each structure is followed by: PrPC surface inh, SARS 3CLpro inh, PriA SSB inh, Anthrax LF prot, BoNT-A LC inh2, Rv3671c protease, MazEF act, CCHFV vOTU inh, BoNT F protease, VHR inh abs
CCOC(=O)c1cc(NC(=O)CSCCO)ccc1Cl
 : -3, 4, -13, 3, 0.6, -3, 6, -1, 3, -14
COc1cccc(N=c2oc3ccc(OC)cc3cc2-c2nc3ccccc3[nH]2)c1
 : -21, -2, -3, -1, -0.5, -2, -18, -15, 0, 7
CCOc1ccc(C(C)=O)cc1COC(=O)C(C)N=C1NS(=O)(=O)c2ccccc21 (centres undefined)
 : 0, 0, -9, 12, -0.1, -20, 12, 11, 16, 7
CNC1(C(N)=O)CCNCC1
 : 5, -2, 2, 16, 2.2, -9, 4, 4, -7, 64
O=C1CC[C@H](OCc2ccccc2)CCN1[C@H](CSc1ccccc1)Cc1ccccc1
 : 1, 4, 1, -7, 0.2, -10, 4, 3, -1, -18
CN(C(=O)c1ccccc1-c1ncc[nH]1)C1CCCN(Cc2ccccc2F)C1 (centres undefined)
 : 0, 4, -1, 2, 1.5, -1, 4, -5, 4, 18
O=c1cc(-c2ccsc2)oc2ccc(-c3ccc4cc[nH]c4c3)cc12
 : -1, ., -8, 4, 0.4, -44, -10, 13, -9, .
C=CCn1c(=O)c(C(=O)NCc2ccc3c(c2)OCO3)c(O)c2cc(OC)c(OC)cc21
 : -1, -2, 4, -16, -2.1, ., -1, -11, -10, 16
C/C(=N\NC(=O)c1cc2c(s1)CCC(C)C2)c1cccnc1 (centres undefined)
 : 0, 8, ., -2, 0.2, -1, 10, 8, -2, 8
Cc1ccc(S(=O)(=O)NC(CC(C)C)C(=O)NCc2ccco2)cc1 (centres undefined)
 : -1, 7, -8, -1, 0.3, -1, 1, -8, 3, 8
CCn1ccnc1CN1CCN(CC(C)C)C(CCO)C1 (centres undefined)
 : -11, 1, -5, 1, -0.5, 5, 3, -14, -6, 17
Cc1ccc(CN2CCNC(=O)C2CC(=O)N(C)C2CCCCC2)cc1 (centres undefined)
 : 0, 1, -9, 3, -0.7, -5, 3, 0, -4, 43
Clc1cccc(Cl)c1Cn1cnc(=NCc2ccco2)c2[nH]cnc21
 : 15, 0, 11, -7, -0.6, 6, 2, -2, -3, 34
O=C(CSc1ccc2nnc(-c3ccncc3)n2n1)Nc1nccs1
 : 0, 1, 12, 0, 0.0, ., 8, 2, -7, 8
N#CC1=C(N)SC(N)=C(C#N)C1C1CC=CCC1 (centres undefined)
 : -5, -2, -7, -14, -0.5, 1, 3, -9, -18, 14
Cn1cccc1Cc1nnc(SCC(=O)Nc2nc3ccccc3s2)n1CCc1ccccc1
 : ., 7, -1, 0, 0.2, -9, 0, ., 3, 6
COC(=O)c1cc2c(-c3ccccc3)c(C)c3ccccn3c-2c1C(=O)OC
 : -13, 1, 66*, -1, 0.8, 4, 50*, 2, -14, 6
CC(=NNC(=S)N1CCN(C2CCCCCC2)CC1)c1ccccn1
 : 13, ., -4, 92*, 82*, ., 4, 4, 74*, .
COCCCC1CCN(Cc2cn[nH]c2-c2cc(OC)c(OC)c(OC)c2)CC1
 : -4, -4, -1, 4, 0.1, -8, 2, 2, 1, 31

High-throughput results as filed in PubChem BioAssay.
